TNF necrop inh = blocks TNF-alpha induced death of Jurkat FADD-/- cells; actives 0.068% (n = 220,000); Jurkat FADD-/- TNF necroptosis rescue, ATP luminescence, 24 h; 0 = TNF only, 100 = no-TNF cells; AID 463075; activation (protection from cell death), % at 10 µM;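 active = activation, meaning protection from cell death, of at least 50% relative to plate controls; inactive = activation below 50%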;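 note: necroptosis triggered by 40 ng/mL TNF-alpha added together with compound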
zfTRPN1 agonist = activates the zebrafish TRPN1 channel; activation, % at 3 µM; actives 0.18% (n = 220,000); HEK293 zebrafish TRPN1-YFP, Fluo-8 calcium fluorescence; 100% = response to 87 µM carbachol;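 active = activation above its plate's cutoff, the mean activation of test wells on that plate plus 3 SD, cut at about 19% in these data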;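 note: 0% = DMSO alone and 100% = 87 µM carbachol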
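Material – zebrafish TRPN1-YFP in HEK293 cells · Doses – 3 µM single point · Schedule – dye 1 h 37 °C plus 30 min RT · Signal – Fluo-8 calcium fluorescence, excitation 470-495 nm, emission 515-575 nm · Read-out – % activation versus carbachol response · Control set – carbachol high, DMSO low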
EBV gp42 inh = EBV gp42 inhibition; Q1HVG2; Fluorescence polarization binding assay, mP read-out; inhibition, % (tested at 21.74 µM); actives 0.42% (n = 220,000); in the data active = inhibition above about 50%
Target sequence (Q1HVG2 whole entry, looked up): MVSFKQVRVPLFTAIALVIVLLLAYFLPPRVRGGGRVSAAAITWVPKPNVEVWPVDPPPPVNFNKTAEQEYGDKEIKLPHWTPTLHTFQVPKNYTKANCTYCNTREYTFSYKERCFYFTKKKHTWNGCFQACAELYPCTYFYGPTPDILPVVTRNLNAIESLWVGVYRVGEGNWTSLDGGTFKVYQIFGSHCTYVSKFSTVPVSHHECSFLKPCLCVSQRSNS
TRPML3 ag = activates the human TRPML3 channel; actives 0.29% (n = 220,000); HEK293 TRPML3-YFP, Fluo-8 calcium fluorescence; 100% = the carbachol control signal; Q8TDD5; activation, % at 3 µM;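 active = activation above its plate's cutoff, the mean activation of the plate's test wells plus 3 SD, cut at about 12% in these data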;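 note: 0% = DMSO only wells and 100% = carbachol wells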
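Material: HEK293 cells stably carrying human TRPML3-YFP; compound dosing: single dose, 3 µM final nominal compound, 0.3% DMSO final; incubation: 1-h 37 °C dye load, 5-s basal, 120-s post-compound reads; technique: Fluo-8 intracellular calcium fluorescence, excitation 470-495 nm, emission 515-575 nm; read-out basis: percent activation from peak-to-basal fluorescence ratio, scaled between DMSO and carbachol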
p47phox inh = blocks human p47phox regulatory protein of NADPH oxidases; P14598; p47phox/p22phox peptide binding, fluorescence polarization, 2 h; inhibition, % at 24.7 µM; actives 0.53% (n = 220,000); AID 1274;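 active = inhibition above about 30%, limit read from the data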;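 note: 0% = p47phox with labelled peptide and 100% = labelled peptide alone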
Mdm2 ligase inh = blocks human Mdm2 ubiquitin ligase activity | Q00987 | cell-based MDM2 ubiquitination luciferase reporter, 2 h; 0 = plate control, 100 = twice control, blank-subtracted | signal enhancement, % at 5 µM | actives 0.11% (n = 210,000) | AID 1230;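 active = signal enhancement of 30% or more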;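 note: luminescence tracks abundance of the self-degrading MDM2-luciferase fusion protein; higher signal means inhibition of MDM2 E3 ligase activity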
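Assay system: mammalian cells stably expressing self-ubiquitinating, self-degrading MDM2 E3–luciferase fusion. Quantity: 2000 cells in each well. Medium: DMEM culture medium. Compound dosing: single-point 5 µM. Timing: cell settling 4 h, compound treatment 2 h, both 37 °C. Technique: luciferase luminescence. Read-out basis: percent signal gain over controls, blank-subtracted. Benchmarks: plate controls and plate blanks.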
CHOP inh = inhibitors of CHOP induction in ER stress response | CHO-K1 CHOP-promoter luciferase, tunicamycin-induced, 15-18 h | inhibition, % at 10 µM | actives 3.8% (n = 220,000) | AID 2732;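 active = compounds that reduced the stress-induced luciferase reporter signal by more than about 70% of percent inhibition, limit read from the data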;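 note: 0% = tunicamycin plus vehicle and 100% = wells without tunicamycin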
PPC-1+TRAIL kill = kills PPC-1 cancer cells in the presence of TRAIL; PPC-1 cells + TRAIL, ATPLite viability luminescence; cell killing (% activity), % at 4 µM; actives 0.41% (n = 220,000); AID 1443;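 active = cell killing above 50% in the first pass at 4 µM, then a duplicate retest at 5 µM averaging 50% or more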;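 note: plate controls were cells with TRAIL plus DMSO for no effect and medium-only wells lacking cells for full effect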
Runt-SMMHC FRET = blocks binding of human RUNX1 Runt domain to CBFb-SMMHC; Cerulean-Runt/Venus-CBFb-SMMHC FRET ratio 530/480, 1 h; actives 0.74% (n = 220,000); inhibition, % at 20 µM; Q01196+Q13951;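 active = mean inhibition across duplicate retests at 20 µM reaching about 50%, limit read from the data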;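 note: 0% = DMSO wells and 100% = wells with excess untagged CBFb-SMMHC; inhibitors lower the FRET ratio by blocking Runt binding to CBFb-SMMHC; some results filed as inactive read as strong as hits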
Target sequence (Q01196 whole entry, looked up, the tested form may be a part): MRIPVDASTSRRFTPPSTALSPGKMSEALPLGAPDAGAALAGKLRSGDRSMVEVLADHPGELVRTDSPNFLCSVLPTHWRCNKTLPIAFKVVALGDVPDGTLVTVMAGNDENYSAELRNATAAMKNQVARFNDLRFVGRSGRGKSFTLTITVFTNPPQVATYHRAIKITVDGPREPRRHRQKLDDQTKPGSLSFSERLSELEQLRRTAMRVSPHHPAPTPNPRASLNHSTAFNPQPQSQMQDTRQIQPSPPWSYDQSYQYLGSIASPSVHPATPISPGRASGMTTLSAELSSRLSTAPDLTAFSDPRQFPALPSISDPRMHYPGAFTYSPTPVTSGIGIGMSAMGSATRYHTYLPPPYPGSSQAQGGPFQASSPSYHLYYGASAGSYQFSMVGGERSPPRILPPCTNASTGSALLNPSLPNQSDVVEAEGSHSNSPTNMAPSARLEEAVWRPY
Target sequence (Q13951 whole entry, looked up, the tested form may be a part): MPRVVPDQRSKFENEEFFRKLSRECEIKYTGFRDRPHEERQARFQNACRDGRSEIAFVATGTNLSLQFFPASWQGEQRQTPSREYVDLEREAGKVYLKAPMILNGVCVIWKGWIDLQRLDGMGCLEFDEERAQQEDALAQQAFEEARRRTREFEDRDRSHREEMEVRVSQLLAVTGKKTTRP
* hit, by the source's call; x = not tested or not shown.

SMILES	TNF necrop inh	zfTRPN1 agonist	EBV gp42 inh	TRPML3 ag	p47phox inh	Mdm2 ligase inh	CHOP inh	PPC-1+TRAIL kill	Runt-SMMHC FRET
O=C(NCCc1ccccc1)C1CCCN(S(=O)(=O)c2cccs2)C1 (configuration not stated)	1.5	0.8	-5.6	0.5	-9.9	-21.6	0.2	18.8	19.6
CCOC(=O)c1ccc(NS(C)(=O)=O)cc1	0.2	-0.5	-11.1	1.3	-6.8	-7.7	32.6	-6.7	-2.4
CCOc1ccc(OCC)c(NC(=O)C2CCCN(S(=O)(=O)c3cnc[nH]3)C2)c1 (configuration not stated)	0.0	1.6	6.1	0.0	-10.6	-9.1	-13.5	20.7	-1.3
Cc1cc(C)nc(Sc2nc(Nc3ccccc3)nc(Sc3nc(C)cc(C)n3)n2)n1	-0.5	-1.0	-4.5	0.3	-1.2	-0.4	-17.6	11.7	1.6
Cc1ccc(S(=O)(=O)NNC(=O)c2ccoc2C)cc1	0.1	-1.1	-16.9	0.8	0.3	-6.1	-9.4	1.5	0.8
O=C(O)CCC(=O)NCc1cn(-c2ccccc2)nc1-c1cccc(Br)c1	2.8	-0.6	10.0	0.8	9.3	-0.1	-4.4	21.4	-1.4
COc1ccc2c(c1)C1(Nc3ccccc3-c3nc4ccccc4n31)C(=O)N2C (configuration not stated)	0.5	-0.6	24.6	-0.3	-3.9	-3.9	-4.2	22.7	3.0
CSCCC(NS(=O)(=O)c1ccccc1F)C(=O)NC(C)c1ccccc1 (configuration not stated)	1.0	-0.3	11.8	-0.3	-3.2	-9.3	-12.5	-6.4	0.5
c1ccc(OCCN2CCN(Cc3nc(-c4ccc5c(c4)OCO5)no3)CC2)cc1	2.0	1.6	-4.1	2.7	-5.8	-15.6	10.2	13.2	6.6
CCCNC(=S)NCc1ccc(Cl)cc1	0.9	-1.1	-10.5	-1.0	-14.2	2.8	14.7	6.6	4.8
CC(C)(C)n1nc2c(c1NC(=O)c1cccs1)CS(=O)C2 (configuration not stated)	-0.9	-0.6	-29.1	0.4	-9.8	-6.9	-12.7	-26.5	0.7
Cc1ccc(NC(=O)CC2S/C(=N/N=C/c3ccco3)NC2=O)cc1Cl (configuration not stated)	1.2	-0.1	-7.9	1.1	-2.7	16.9	-5.1	-3.1	0.6
O=C(COC(=O)c1cc(F)cc(F)c1)Nc1cccnc1Cl	0.4	0.9	-5.0	1.2	x	x	17.8	4.4	-4.4
CC(CC(=O)Nc1ccc(S(=O)(=O)N2CCOCC2)cc1)c1ccccc1 (configuration not stated)	2.8	5.5	-16.2	1.2	-10.4	-6.6	9.6	28.1	1.7
Oc1oc(C=Nc2ccc(F)cc2F)c2ccccc12	-3.0	0.0	-12.3	0.4	-0.9	-3.0	-17.4	10.5	-0.1
Nc1n[nH]c2cccc(Cl)c12	4.0	2.4	-9.6	1.1	-11.2	-14.8	24.4	13.8	3.2
CC(C)(C)c1ccc(/C=N/OCC(=O)NCc2ccccc2)cc1	-0.8	-3.2	-13.2	-1.0	-18.5	-5.2	-15.9	1.8	0.8
CCCCCC(=O)Nc1cccc(C2=NOC3(C2)C[C@H](C(N)=O)N(C(=O)[C@H]2CCC(=O)N2)C3)c1 (some centres not stated)	0.8	x	-8.4	x	1.8	18.3	-1.8	18.8	2.7
CN1C(=O)C(O)(CC(=O)c2cccs2)c2ccccc21 (configuration not stated)	0.0	2.4	-11.1	1.2	-8.0	-17.7	-8.1	-3.8	3.0
Cn1nccc1NC(=O)Nc1cccc(Cl)c1Cl	-5.1	1.1	-13.6	0.5	-1.4	-13.3	17.8	11.3	-0.7
C/C=C/C=C\C(=O)Nc1cccc(C2=NOC3(C2)C[C@@H](C(N)=O)N(C(=O)c2cc([N+](=O)[O-])cc([N+](=O)[O-])c2)C3)c1 (some centres not stated)	-0.7	x	-3.2	x	-10.1	-4.9	-1.5	28.2	0.9
NC(CC(=O)O)c1ccc(F)cc1 (configuration not stated)	1.3	-0.1	-15.8	1.0	7.6	-7.2	-18.6	-19.1	0.9
Cc1ccc(C)c(CN2CCCNC2=O)c1	0.8	-1.0	-9.1	0.5	-6.6	-7.6	17.3	x	-3.0
C/C(=N/Nc1nc(-c2ccccc2)cc(-c2ccccc2)n1)c1ccc(N)cc1	-0.6	0.8	3.8	0.8	-3.9	-12.0	31.9	10.5	-0.3
Cc1nc2c(c(C)c1C#N)C(=O)c1ccccc1-2	0.0	-1.4	-9.2	0.0	-12.7	-9.8	-1.1	21.1	5.1

Following part
SMILES	TNF necrop inh	zfTRPN1 agonist	EBV gp42 inh	TRPML3 ag	p47phox inh	Mdm2 ligase inh	CHOP inh	PPC-1+TRAIL kill	Runt-SMMHC FRET
CC1CN(C(=O)c2cccc(S(=O)(=O)N3CCOCC3)c2)CC(C)O1 (configuration not stated)	2.2	1.3	-11.9	1.2	-0.7	-8.7	8.5	6.7	-0.6
O=C(c1ccccn1)N(Cc1cc2ccccc2[nH]c1=O)C1CCCCC1	-3.6	1.7	-1.4	0.4	-11.8	5.0	-11.2	6.7	5.3
COc1cccc(/C=C(/C(=O)OCC(=O)NC2CCCC(C)C2C)c2ccccc2)c1 (configuration not stated)	0.7	-1.2	-23.3	0.2	-14.8	-14.1	47.1	6.5	-1.3
CC(=O)Oc1ccc(Cl)cc1/C=C/c1ccc2ccccc2n1	-3.7	-1.2	3.7	0.2	-20.3	-7.7	16.5	9.3	-13.2
Cc1ccc(SCCC(=O)OCC(=O)NCC2CCCCC2)cc1	0.0	-0.9	-1.6	-1.0	-5.9	-57.8	14.6	-2.6	-7.3
COc1ccc(-c2nnn(CC(=O)N(Cc3cccs3)C(C)C(=O)NCCC(C)C)n2)cc1OC (configuration not stated)	2.0	-1.0	-0.8	0.1	-4.0	-17.7	28.9	1.4	0.4
Cc1cccc(OCC(=O)Nc2cccc(-c3nnc(-c4ccccc4)o3)c2)c1C	-1.4	-0.1	-5.7	1.3	0.6	-10.3	62.8	24.9	-1.7
COC(=O)c1c(NC(C)=O)sc(Cc2ccccc2)c1C	-4.1	-0.3	-8.2	-0.2	-35.4	-11.9	-17.0	13.3	3.6
NNC(=O)c1cnn(Cc2ccccc2)c1N	-0.1	0.9	-6.4	1.5	9.9	2.2	0.6	12.0	-5.0
N#Cc1nc(-c2cccc3ccccc23)oc1N1CCCCC1	-2.1	1.0	-6.8	0.3	-2.6	2.8	29.5	-3.7	0.7
CC(=NCCN1CCOCC1)C1=C(O)c2ccccc2C1=O	2.7	1.9	9.2	0.4	-10.3	-2.1	43.6	3.9	1.7
COc1ccc2nc(Nc3ccc4c(c3)OCO4)sc2c1	5.0	-0.8	11.5	0.6	-5.3	-13.0	2.4	39.2	1.8
CC(=O)NC/C(C)=N\Nc1ccc([N+](=O)[O-])cc1	-1.1	1.1	-24.0	1.9	-5.4	-5.8	11.5	3.5	-26.9
O=C(C1=C(O)C(=O)N(CCOCCO)C1c1cccc([N+](=O)[O-])c1)c1cccs1 (configuration not stated)	1.6	0.8	-17.1	0.8	0.3	-43.3	14.8	1.3	-5.3
CNC(=O)Nc1ccccc1C(=O)Nc1ccccc1	0.0	0.6	-3.4	1.0	5.2	-4.6	2.1	-24.9	-0.3
O=C(Cc1ccc(Br)cc1)OCC(=O)c1ccc2c(c1)OCCO2	-0.9	-1.5	1.1	0.2	-12.1	-0.1	-17.4	15.0	-1.1
Cc1cc(C)nc(Nc2nc3ccccc3o2)n1	3.5	0.0	-19.4	1.4	-16.2	-12.0	8.9	4.8	2.0
Cc1cc(C)cc(NC(=S)N2CCC(N(C)CC3CCCO3)CC2)c1 (configuration not stated)	0.7	0.2	-7.3	0.9	-5.6	-6.4	9.8	7.8	3.0
CCCN1C(=O)C2(/C(=C(\O)c3ccc4c(c3)OCCO4)C(=O)C(=O)N2CCCOC)c2ccccc21 (configuration not stated)	-0.4	-0.8	-16.1	0.4	-7.2	-9.8	38.0	13.2	3.5
C(=N\Nc1ccccn1)/c1c[nH]c2ccccc12	15.0	4.2	0.1	1.6	2.6	9.7	-20.0	17.3	2.1
COc1ccc(Nc2nc(=O)[nH]nc2C)cc1	-0.2	-0.5	5.0	0.9	-4.0	-6.5	-8.4	13.9	-1.1
C/C=C/c1ccc(OCC(O)CN2CCCCC2CC)c(OC)c1 (configuration not stated)	0.1	-1.2	-0.2	0.3	-0.2	-9.4	-7.9	9.2	-0.7
CC12CN3CC(C)(CN(C1)C3c1ccc(Br)cc1)C2 (configuration not stated)	-2.0	1.8	-11.0	-0.1	-7.8	9.2	37.6	-7.7	3.5
COc1ccc(N(CC(=O)N2CCN(Cc3ccc4c(c3)OCO4)CC2)S(=O)(=O)c2ccc(F)cc2)cc1	0.9	-0.6	7.0	0.2	-9.1	-7.0	12.4	5.6	1.0
CC(C)OC(=O)CSc1nnc(-c2ccc(O)cc2)n1Cc1ccccc1	-2.5	0.8	-18.8	-0.1	-3.2	-11.5	5.3	26.6	-1.7

Single records (already shown):
Cc1ccc(NC(=O)CC2S/C(=N/N=C/c3ccco3)NC2=O)cc1Cl (configuration not stated) reads TNF necrop inh: 1.2; zfTRPN1 agonist: -0.1; EBV gp42 inh: -7.9; TRPML3 ag: 1.1; p47phox inh: -2.7; Mdm2 ligase inh: 16.9; CHOP inh: -5.1; PPC-1+TRAIL kill: -3.1; Runt-SMMHC FRET: 0.6
C(=N\Nc1ccccn1)/c1c[nH]c2ccccc12 reads TNF necrop inh: 15.0; zfTRPN1 agonist: 4.2; EBV gp42 inh: 0.1; TRPML3 ag: 1.6; p47phox inh: 2.6; Mdm2 ligase inh: 9.7; CHOP inh: -20.0; PPC-1+TRAIL kill: 17.3; Runt-SMMHC FRET: 2.1
O=C(c1ccccn1)N(Cc1cc2ccccc2[nH]c1=O)C1CCCCC1 reads TNF necrop inh: -3.6; zfTRPN1 agonist: 1.7; EBV gp42 inh: -1.4; TRPML3 ag: 0.4; p47phox inh: -11.8; Mdm2 ligase inh: 5.0; CHOP inh: -11.2; PPC-1+TRAIL kill: 6.7; Runt-SMMHC FRET: 5.3

Reformatted as a markdown table: entries from further up
| Compound | TNF necrop inh | zfTRPN1 agonist | EBV gp42 inh | TRPML3 ag | p47phox inh | Mdm2 ligase inh | CHOP inh | PPC-1+TRAIL kill | Runt-SMMHC FRET |
| --- | --- | --- | --- | --- | --- | --- | --- | --- | --- |
| Cc1cccc(OCC(=O)Nc2cccc(-c3nnc(-c4ccccc4)o3)c2)c1C | -1.4 | -0.1 | -5.7 | 1.3 | 0.6 | -10.3 | 62.8 | 24.9 | -1.7 |
| COC(=O)c1c(NC(C)=O)sc(Cc2ccccc2)c1C | -4.1 | -0.3 | -8.2 | -0.2 | -35.4 | -11.9 | -17.0 | 13.3 | 3.6 |
